Compound activity from PubChem.
PAFAH1B2 inh: PAFAH1B2 (human) inhibition; inhibition, % at 3.39 µM; AID 492953; actives 1.2% (n = 340,000); recombinant PAFAH1B2, FP-rhodamine activity probe, fluorescence polarization;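 active means inhibition above the mean of all tested compounds plus 3 SD, cut at about 24% in these data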;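 further: 0% = enzyme with DMSO and 100% = wells lacking PAFAH1B2; many of its hits are not listed in these tables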
PME-1 inh: blocks human protein phosphatase methylesterase 1. Q9Y570. recombinant PME-1, FP-Rh probe fluorescence polarization. inhibition, % at 5.9 µM. actives 0.53% (n = 320,000);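 active means inhibition above the campaign mean of all compounds plus 3 SD, cut at about 26% in these data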;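 further: competitive labeling of PME-1 active site by serine hydrolase directed probe; 0% = PME-1 with DMSO and 100% = wells lacking PME-1 enzyme; inhibitors block probe labeling so polarization falls and inhibition rises; many of its hits are not listed in these tables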
Target sequence (Q9Y570 whole entry, looked up): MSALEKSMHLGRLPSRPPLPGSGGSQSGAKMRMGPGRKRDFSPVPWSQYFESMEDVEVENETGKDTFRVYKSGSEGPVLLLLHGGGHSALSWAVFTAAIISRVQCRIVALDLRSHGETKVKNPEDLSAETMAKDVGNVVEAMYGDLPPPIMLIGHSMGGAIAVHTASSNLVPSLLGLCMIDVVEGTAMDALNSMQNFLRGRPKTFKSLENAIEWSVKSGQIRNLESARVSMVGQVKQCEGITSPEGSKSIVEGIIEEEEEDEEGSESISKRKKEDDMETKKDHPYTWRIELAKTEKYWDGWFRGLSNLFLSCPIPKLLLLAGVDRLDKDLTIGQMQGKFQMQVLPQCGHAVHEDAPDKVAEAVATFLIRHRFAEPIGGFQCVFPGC
PAD4 FP inh: inhibitors of human PAD4; Q9UM07; recombinant PAD4, RCA probe fluorescence polarization; inhibition, % at 6.36 µM; actives 0.41% (n = 330,000);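 active means percent inhibition above a cutoff equal to the mean of all tested compounds plus 3 SD, cut at about 15% in these data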;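 further: 0% = PAD4 with RCA probe and DMSO and 100% = probe without PAD4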
Target sequence (Q9UM07 whole entry, looked up): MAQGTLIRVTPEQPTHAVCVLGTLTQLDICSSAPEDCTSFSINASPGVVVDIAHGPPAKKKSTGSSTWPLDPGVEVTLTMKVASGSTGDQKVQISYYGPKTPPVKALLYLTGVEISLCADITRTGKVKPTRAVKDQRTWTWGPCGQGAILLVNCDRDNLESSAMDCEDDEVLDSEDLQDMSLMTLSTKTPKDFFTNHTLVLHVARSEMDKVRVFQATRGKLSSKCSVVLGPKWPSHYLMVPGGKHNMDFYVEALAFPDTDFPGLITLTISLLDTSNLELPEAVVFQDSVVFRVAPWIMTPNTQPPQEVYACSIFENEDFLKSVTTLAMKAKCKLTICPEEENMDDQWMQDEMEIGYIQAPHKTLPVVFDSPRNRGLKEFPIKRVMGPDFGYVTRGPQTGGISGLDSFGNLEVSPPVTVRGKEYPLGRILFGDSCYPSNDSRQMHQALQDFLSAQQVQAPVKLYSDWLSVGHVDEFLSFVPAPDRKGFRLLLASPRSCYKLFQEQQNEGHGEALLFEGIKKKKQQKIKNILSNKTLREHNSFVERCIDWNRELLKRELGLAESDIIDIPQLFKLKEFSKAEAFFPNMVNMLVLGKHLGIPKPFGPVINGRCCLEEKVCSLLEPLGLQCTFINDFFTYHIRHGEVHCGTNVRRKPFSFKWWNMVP
LYPLA1 inh: blocks human lysophospholipase 1, a PME1 counter-screen. AID 2174. inhibition, % at 5.9 µM. actives 0.16% (n = 320,000). recombinant LYPLA1, FP-Rh probe fluorescence polarization. O75608;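 active means inhibition above the mean of all tested compounds plus 3 SD, set per campaign, cut at about 14% in these data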;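 further: inhibitors block serine hydrolase probe labeling of LYPLA1 so polarization falls; 0% = enzyme with DMSO and 100% = wells lacking LYPLA1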
pPAFAH inh: pPAFAH (human) enzyme inhibition. Q13093. recombinant pPAFAH, FP-rhodamine probe fluorescence polarization. inhibition, % at 3.39 µM. actives 1.5% (n = 330,000). AID 463082;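 active means inhibition above the mean inhibition across the screen plus 3 SD, cut at about 25% in these data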;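 further: inhibitors block binding of the rhodamine activity-based probe so polarization drops; 0% = enzyme with DMSO and 100% = wells lacking pPAFAH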
PAFAH1B3 inh: PAFAH1B3 (human) inhibition. Q15102. recombinant PAFAH1B3, FP-rhodamine probe, fluorescence polarization. inhibition, % at 3.39 µM. actives 0.28% (n = 340,000). AID 492972;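 active means inhibition above the screen-wide average of all tested compounds plus 3 SD, cut at about 25% in these data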;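 further: 0% = enzyme with DMSO only and 100% = wells lacking PAFAH1B3 protein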
GSTO1 inh: counter-screen for RBBP9 inhibitors: inhibitors of human GSTO1. P78417. recombinant GSTO1, activity-based probe fluorescence polarization. inhibition, % at 5.96 µM. actives 1.1% (n = 300,000). AID 1974;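 active means inhibition above the campaign mean inhibition plus 3 SD, cut at about 35% in these data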;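 further: 0% = GSTO1-1 with DMSO and 100% = wells lacking GSTO1-1 enzyme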
PAFAH2 inh: inhibitors of human PAFAH2; Q99487; recombinant PAFAH2, FP-rhodamine activity probe, fluorescence polarization; inhibition, % at 3.39 µM; actives 0.99% (n = 340,000); AID 492956;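 active means inhibition above the mean over all tested compounds plus 3 SD, cut at about 30% in these data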;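 further: inhibitors block probe labeling of enzyme so polarization drops; 0% = enzyme with DMSO and 100% = wells lacking PAFAH2 protein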
Fam108B inh: Fam108B inhibition, counter-screen for RBBP9 inhibitors; recombinant Fam108B, FP-Rh probe fluorescence polarization; inhibition, % at 9.51 µM; actives 0.33% (n = 300,000); AID 1947;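 active means inhibition above the screen mean inhibition plus 3 SD, computed separately per campaign, cut at about 18% in these data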;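 further: inhibitors lower polarization as less probe binds the enzyme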
Numbers without * were called inactive; x = not tested or not shown.

SMILES	PAFAH1B2 inh	PME-1 inh	PAD4 FP inh	LYPLA1 inh	pPAFAH inh	PAFAH1B3 inh	GSTO1 inh	PAFAH2 inh	Fam108B inh
O=C(/C=C/c1cc2c(cc1Br)OCO2)NCc1ccc(Cl)cc1	-6	-1	-4	2	0	-3	0	8	-2
CCOC(=O)c1c(-c2cccc([N+](=O)[O-])c2)csc1NC(=O)C1CC1	-1	-7	-4	0	8	1	2	-5	-2
O=C(Nc1cccc(Cl)c1)C1CCCN(S(=O)(=O)c2ccc(F)cc2)C1 (centres undefined)	1	-2	3	-5	4	5	4	-4	-7
OC(C[n+]1ccccc1)c1ccccc1 (centres undefined)	4	4	1	-2	-5	6	1	0	6
O=C(c1cc2ccccc2o1)N1CCN(S(=O)(=O)/C=C/c2ccccc2)CC1	2	4	1	-2	3	0	-7	1	1
OC(CN1CCN(Cc2ccccc2)CC1)c1ccccc1 (centres undefined)	5	-2	-2	1	3	5	2	3	0
O=C(COC(=O)c1cc(=O)c2ccccc2o1)Nc1ccccc1F	3	x	1	x	2	5	x	1	x
CNC(=O)c1[nH]cnc1C(=O)Nc1ccc(OC)cc1	-4	-4	-4	0	5	5	1	-4	-4
Cc1nnc(SCC(=O)NC(=O)NC(C)(C)C)s1	4	-3	4	2	0	3	0	3	-1
CC(C)Oc1ccc(CCc2nnc(SC(C)C(=O)O)n2-c2ccccc2)cc1 (centres undefined)	6	0	3	-6	-3	3	7	5	0
COc1ccccc1-n1cnnc1SCC(=O)N1CCN(S(=O)(=O)c2ccccc2)CC1	6	6	1	3	-7	7	-2	11	-10
O=C(NCc1ccccc1)c1nc2ccccc2s1	0	-10	2	-4	4	1	7	-3	3

Quoted from the listing.
O=C(NCc1ccccc1)c1nc2ccccc2s1 in GSTO1 inh shows 7
CCOC(=O)c1c(-c2cccc([N+](=O)[O-])c2)csc1NC(=O)C1CC1 in PAD4 FP inh shows -4
CNC(=O)c1[nH]cnc1C(=O)Nc1ccc(OC)cc1 in GSTO1 inh shows 1
O=C(/C=C/c1cc2c(cc1Br)OCO2)NCc1ccc(Cl)cc1 in PAFAH1B3 inh shows -3

Rewritten with bars between the fields: part of the list above
smiles | PAFAH1B2 inh | PME-1 inh | PAD4 FP inh | LYPLA1 inh | pPAFAH inh | PAFAH1B3 inh | GSTO1 inh | PAFAH2 inh | Fam108B inh
OC(C[n+]1ccccc1)c1ccccc1 (centres undefined) | 4 | 4 | 1 | -2 | -5 | 6 | 1 | 0 | 6
O=C(c1cc2ccccc2o1)N1CCN(S(=O)(=O)/C=C/c2ccccc2)CC1 | 2 | 4 | 1 | -2 | 3 | 0 | -7 | 1 | 1
OC(CN1CCN(Cc2ccccc2)CC1)c1ccccc1 (centres undefined) | 5 | -2 | -2 | 1 | 3 | 5 | 2 | 3 | 0
O=C(COC(=O)c1cc(=O)c2ccccc2o1)Nc1ccccc1F | 3 | x | 1 | x | 2 | 5 | x | 1 | x
CNC(=O)c1[nH]cnc1C(=O)Nc1ccc(OC)cc1 | -4 | -4 | -4 | 0 | 5 | 5 | 1 | -4 | -4

Later entries:
SMILES	PAFAH1B2 inh	PME-1 inh	PAD4 FP inh	LYPLA1 inh	pPAFAH inh	PAFAH1B3 inh	GSTO1 inh	PAFAH2 inh	Fam108B inh
Nc1nc(NCc2ccco2)nc(NC2CCCCC2)c1[N+](=O)[O-]	x	-3	0	-3	0	x	7	x	-1
C=CCn1c(SCC(=O)NC(C)(C)C)nnc1-c1ccccc1O	3	-2	3	-1	2	5	-2	7	0
COc1ccc(CC(C)N2CCN(c3ccccc3)CC2)cc1OC (centres undefined)	-6	-1	2	0	-2	-1	2	-1	2
CCOC(=O)C1CCCN(C(=O)c2ccc3[nH]c4c(c3c2)CC(C)CC4)C1 (centres undefined)	5	6	5	0	15	3	x	0	x
CC(C)C(NC(=O)c1c(F)cccc1F)C(=O)NNC(=O)c1ccccc1 (centres undefined)	3	x	-4	x	2	-6	x	0	x
N#Cc1ccsc1NC(=O)C1CC(=O)N(Cc2ccccc2)C1 (centres undefined)	0	4	-6	-1	5	4	-9	2	2
Cc1nc(/N=C(\N)NC(=O)NC2CCCCC2)nc2ccccc12	4	-143	-3	-1	3	9	-6	-9	-1
O=c1c2ccccc2n(CC(O)CN2CCOCC2)c2ccccc12 (centres undefined)	3	-6	-11	-4	-6	0	9	3	-3
COc1ccccc1N1CCN(Cc2nc(N)nc(Nc3ccc(C)cc3)n2)CC1	4	3	-2	5	4	4	8	0	-2
CCN(CC)c1ccc([N+](=O)[O-])cc1/C=N/NC(=O)CC#N	2	-4	0	-1	6	2	5	-4	3
Cc1ccccc1OCC(O)Cn1c(=N)n(Cc2ccccc2)c2ccccc21 (centres undefined)	4	-2	1	2	-10	5	0	-1	1
COc1cccc(/C=C/C(=O)OCC(=O)Nc2cc(S(=O)(=O)N3CCOCC3)ccc2C)c1	-1	10	1	0	9	1	0	55*	0
Cc1cc(C)n(CCC(=O)N/N=C/c2ccccc2O)n1	-4	-3	-2	-2	1	-4	0	-9	4
C/C(=N\NC(N)=O)C1CC(CC(C)C)C(=O)O1 (centres undefined)	-1	2	-2	-1	6	7	-2	-1	-4
COc1ccc(OC)c(C2NC(=S)NC(C)=C2C(=O)Nc2ccccn2)c1 (centres undefined)	-1	3	-1	1	3	1	3	0	1
COc1ccccc1NC(=S)N1CCC(NC(=O)C23CC4CC(CC(C4)C2)C3)CC1	5	-3	-6	0	5	5	2	-2	-7
COc1ccc(OC)c(S(=O)(=O)N2CCCCC2C(=O)N2CCN(c3ccccn3)CC2)c1 (centres undefined)	2	-1	-4	5	-5	8	-5	3	-3
CC(C)(C)C(=O)Nc1ccc(S(=O)(=O)NC2=NCCCCC2)cc1	1	1	-2	3	3	10	x	3	x
Cc1cc(N(C)C)ccc1N=Nc1ccc2ncccc2c1	5	32*	1	7	12	5	8	12	11
CC(C)Oc1ccc(C(CC(=O)O)NC(=O)Cc2ccc(Cl)cc2)cc1 (centres undefined)	11	-1	-3	-1	3	2	10	-1	2
O=[N+]([O-])c1ccc(N2CCN(CC3CCCCC3)CC2)cc1	6	5	-2	3	5	-3	4	5	-1
O=C(COc1ccc(Cl)cc1)Nc1ccc2[nH]ncc2c1	7	-73	2	0	1	-1	2	-8	2
Cc1ccc(Nc2nc3ccccc3n3cnnc23)cc1Cl	6	-1	2	-6	0	10	-2	-2	-7
CCn1c(SCC(=O)Nc2ccc(NC(C)=O)cc2)nc2c1c(=O)n(C)c(=O)n2C	5	-2	-1	0	-4	7	2	3	-4

With a hit mark in PME-1 inh, among the entries above:
compound	PAFAH1B2 inh	PME-1 inh	PAD4 FP inh	pPAFAH inh	PAFAH1B3 inh	PAFAH2 inh
Cc1cc(N(C)C)ccc1N=Nc1ccc2ncccc2c1	5	32*	1	12	5	12

Ordered by length of the SMILES (highest first): 4 of the compounds above
SMILES	PAFAH1B2 inh	PME-1 inh	PAD4 FP inh	LYPLA1 inh	pPAFAH inh	PAFAH1B3 inh	GSTO1 inh	PAFAH2 inh	Fam108B inh
CCn1c(SCC(=O)Nc2ccc(NC(C)=O)cc2)nc2c1c(=O)n(C)c(=O)n2C	5	-2	-1	0	-4	7	2	3	-4
CC(C)(C)C(=O)Nc1ccc(S(=O)(=O)NC2=NCCCCC2)cc1	1	1	-2	3	3	10	x	3	x
O=C(COc1ccc(Cl)cc1)Nc1ccc2[nH]ncc2c1	7	-73	2	0	1	-1	2	-8	2
Cc1ccc(Nc2nc3ccccc3n3cnnc23)cc1Cl	6	-1	2	-6	0	10	-2	-2	-7

(continued)
SMILES	PAFAH1B2 inh	PME-1 inh	PAD4 FP inh	LYPLA1 inh	pPAFAH inh	PAFAH1B3 inh	GSTO1 inh	PAFAH2 inh	Fam108B inh
O=c1[nH]c(-c2ccccc2)cs1	-3	-11	-3	2	4	1	1	-2	-3
CCN(CC)c1ccc(/C=C2/C(=O)ON=C2C)cc1	11	-3	-4	-2	4	-2	9	2	0
O=C(CSc1nc2c(c(=O)[nH]1)CCCC2)Nc1ccc(Cl)cc1F	2	-2	-4	-2	-7	0	-13	2	2
COCCN(C(=O)Nc1ccccc1)c1ccccc1C	6	-2	1	0	2	7	14	3	2
O=C(NCc1cccs1)c1noc2c1CCCC2	-4	-4	1	-2	-2	-2	1	-6	0
COC(=O)c1nc(NC(=S)NC(=O)c2cccs2)sc1C	5	-6	0	-1	1	16	7	15	-1
CC1CCCCC1NC(=O)CCCCn1c(=O)[nH]c2ccsc2c1=O (centres undefined)	9	8	-6	2	6	10	4	10	4
CCOC(=O)CNC1CC(=O)N(c2ccc(Br)cc2)C1=O (centres undefined)	-1	0	3	4	-2	7	6	0	-1
COC(=O)CCC(=O)OC1(C)C(=O)C2=CN(c3ccc(OC)cc3)C(c3ccc(OC)cc3)=CC2=C(Br)C1=O (centres undefined)	-1	8	-28	0	22	6	36*	7	5
O=C(CNC(=O)c1cccs1)NCCc1ccco1	6	7	8	1	5	7	x	11	x
COc1cccc(N=Nc2ccc3ccccc3c2O)c1	11	7	-7	-5	-1	7	0	7	19*
O=C(O)c1cccc(NC(=O)c2cn(-c3ccccc3)nc2-c2ccncc2)c1	2	3	-1	-3	1	10	-10	0	3
O=C(NCCCNC(=O)c1cccs1)c1cccs1	2	3	4	4	-4	0	-10	1	-3
COc1ccc([N+](=O)[O-])cc1NC(=O)Cc1ccc(Cl)cc1	8	1	0	-1	7	-7	-2	3	2
O=C(CCN1C(=O)/C(=C/c2ccccc2F)SC1=S)NC1C=CS(=O)(=O)C1 (centres undefined)	6	-7	-9	-3	-1	4	10	6	7
Cc1cccn2c(CN[C@H]3CCCCNC3=O)c(C(=O)N3CCOCC3)nc12	3	6	1	1	-1	8	5	3	6
COc1ccc(-c2nnc3n2N=C(C)CS3)cc1	6	5	0	-3	0	6	4	-3	-2
COc1ccc(C(=O)NCc2cc(C(C)C)no2)cc1OC1CCN(C(C)C)CC1	-5	3	5	0	1	1	14	6	-2
COc1cc(CO)ccc1OCc1nnnn1-c1ccc(C)cc1	5	4	0	-2	1	1	1	8	0
Cc1cccc(C(C)C)c1NC(=O)Cc1ccc(S(=O)(=O)N2CCOCC2)s1	0	8	-5	-2	1	0	2	2	-5
CC(=O)Nc1ccc(S(=O)(=O)N2CCN(S(=O)(=O)N3CCCCCC3)CC2)cc1	12	-2	-1	2	6	4	-7	1	-4
CCOC(=O)N1CCN(Cc2nc3c(c(=O)n(C)c(=O)n3C)n2Cc2cccc3ccccc23)CC1	3	6	-4	0	1	-4	13	-5	0
CCn1c(SCC(=O)NCCc2ccc(OC)c(OC)c2)nc2c1c(=O)n(C)c(=O)n2C	0	3	1	2	-5	6	1	-6	-4
CCOC(=O)C1C(=O)CC(C)(O)C(C(=O)OCC)C1c1ccc(OC)cc1 (centres undefined)	3	-3	4	1	1	7	-13	-5	0
CC(=O)NN1C(=O)c2ccccc2NC1c1ccc([N+](=O)[O-])o1 (centres undefined)	6	-2	-1	1	9	13	17	1	1
CCOc1ccc(N(CC(=O)NC(C)C)C(=O)CCC(=O)Nc2ccccn2)cc1	0	-1	-4	3	6	5	5	3	2
COc1ccc(OC(C)C(=O)NC(C)c2ccccc2)cc1 (centres undefined)	3	-11	-1	-1	-6	5	8	-4	-6

The list is partial; count on the stated rates, not on these rows.
